# Screening results (PubChem)
# Mtb RmlCD inh: blocks M. tuberculosis RmlC and RmlD coupled enzymes. P9WH09+P9WH11. RmlC+RmlD coupled enzyme assay, percent inhibition; primary screen in compound mixtures. inhibition, % at 3.6 µM. hit rate 0.03% among 160,000; in the data active = inhibition mostly above about 34%, no sharp cut-off; inconclusive = no clear call, values can overlap the other calls; inactive = mostly below about 22%; also: some results filed as inactive read as strong as hits
# Target sequence (P9WH09 whole entry, looked up): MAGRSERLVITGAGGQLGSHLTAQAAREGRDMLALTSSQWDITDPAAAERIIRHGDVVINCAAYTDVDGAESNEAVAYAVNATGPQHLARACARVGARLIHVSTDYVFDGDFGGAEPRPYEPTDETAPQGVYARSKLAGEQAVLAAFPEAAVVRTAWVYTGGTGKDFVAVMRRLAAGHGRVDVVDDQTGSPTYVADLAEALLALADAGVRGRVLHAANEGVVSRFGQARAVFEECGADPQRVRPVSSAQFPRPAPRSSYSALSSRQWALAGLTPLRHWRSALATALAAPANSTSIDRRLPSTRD
# Target sequence (P9WH11 whole entry, looked up): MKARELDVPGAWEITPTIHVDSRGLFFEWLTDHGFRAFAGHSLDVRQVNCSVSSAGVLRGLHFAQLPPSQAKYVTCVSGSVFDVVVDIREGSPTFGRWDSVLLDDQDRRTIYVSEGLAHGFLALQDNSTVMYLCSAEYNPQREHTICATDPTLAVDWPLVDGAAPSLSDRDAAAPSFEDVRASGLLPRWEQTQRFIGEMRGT
# GlmU inhibition: inhibition of mycobacterial GlmU enzyme – biochemical, glucosamine-1-phosphate acetyltransferase (AID 1376); one-dose inhibition, %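 (tested at 30 µM in the primary screen)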; IC50 in µM for titrated hits; hit rate 0.25% among 220,000; M. tuberculosis GlmU acetyltransferase enzyme assay; higher % means a stronger effect; in the data active = inhibition above about 13%; inconclusive = no clear call, values can overlap the other calls;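 also: 0% = complete reaction with vehicle and 100% = reaction without substrate; strong numbers were not always called active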
# The depositor's hits bear a star; u = inconclusive; x = no result given.
# Sample of the layout, three compounds:
# Under each structure – Mtb RmlCD inh, GlmU inhibition
O=C(O)CCn1cc(C2CC(c3ccccc3)=NN2c2ccccc2)c(-c2ccccc2)n1 (stereo unspecified)
 : -17.2, 0.7%
COC(=O)c1cccc(NS(=O)(=O)c2ccc(OC)cc2)c1C
 : x, -2.4%
COc1ccc2c(c1OC)C(=O)OC2Nc1nc(-c2cc3ccccc3oc2=O)cs1 (stereo unspecified)
 : -7.7, 1.2%

# Main list, repeating the preview:
# Under each structure – Mtb RmlCD inh, GlmU inhibition
O=C(O)CCn1cc(C2CC(c3ccccc3)=NN2c2ccccc2)c(-c2ccccc2)n1 (stereo unspecified)
 : -17.2, 0.7%
COC(=O)c1cccc(NS(=O)(=O)c2ccc(OC)cc2)c1C
 : x, -2.4%
COc1ccc2c(c1OC)C(=O)OC2Nc1nc(-c2cc3ccccc3oc2=O)cs1 (stereo unspecified)
 : -7.7, 1.2%
COc1cccc(/C=N/NC(=O)Cn2ccnc2C)c1
 : x, 1.3%
O=C(Nc1nccs1)NC(C(F)(F)F)C(F)(F)F
 : -11.1, -0.1%
CCC(c1nnnn1Cc1ccccc1)N(Cc1cc2cc(OC)ccc2[nH]c1=O)CC1CCCO1 (stereo unspecified)
 : x, -0.2%
COC(=O)c1ccccc1NC(=O)CSc1nc(NC(=O)c2ccccc2)c2c(C)c(C)oc2n1
 : -3.4, -1.8%
Cc1ccccc1-n1c(C)nc2ccccc2c1=O
 : 3.7, -3.6%
CCc1ccc2c(c1)C(=O)c1ccccc1C2=O
 : 3.2, 0.4%
Cn1ncc(Br)c1C(=O)Nc1c(F)c(F)cc(F)c1F
 : x, 0.1%
Clc1ccc2nnc(Cl)n2n1
 : -11.7, -0.9%
Cn1c(CCC(=O)OCC(=O)Nc2ccc(Oc3ccccc3)cc2)nc(=O)c2ccccc21
 : -7.0, -2.8%
CCCC/C(O)=C1\C(=O)CC(C)(C)CC1=Nc1ccc(OC)cc1
 : 1.6, -3.8%
Cc1ccc(NC(=O)COc2ccc(/C(N)=N/O)cc2)cc1C
 : x, 0.3%
O=S(=O)(c1ccc(Cl)nc1)N1CCN(c2ncccn2)CC1
 : x, -4.2%
NNc1nc2sc3c(c2c(=O)[nH]1)CCc1ccccc1-3
 : -3.3, 0.1%
COc1ccc(CCNC(=O)C(C)SCc2ccccc2)cc1 (stereo unspecified)
 : x, -6.6%
CSc1nnc(C)c(=O)n1COC(=O)COc1ccccc1F
 : 3.9, 1.3%
CSc1cccc(NC(=S)NCCCO)c1
 : x, 2.3%
Cc1c(NC(=O)c2cc(C3CC3)on2)c(=O)n(-c2ccccc2)n1C
 : 13.9, 2.3%
Cc1cc(C(=O)OCC(=O)NCCC(C)C)c2ccccc2n1
 : 4.4, -0.2%
Cn1c(=O)c2c(SCc3ccccn3)nc(C3CC3)nc2n(C)c1=O
 : -10.4, -3.5%
O=C(/C=C/NNC(=O)c1ccccc1)c1ccc(Br)cc1
 : 3.6, -1.1%
COc1ccc2cc3cc(C(=O)NCc4cccs4)oc3nc2c1
 : x, -4.1%
Fc1ccc(-n2cc(-c3ccccc3)c3c(NN4CCOCC4)ncnc32)cc1
 : -9.9, 1.8%
CN(C)c1ccc(-c2ccccc2)nn1
 : -8.0, -0.8%
CC(C)(C(=O)c1ccccc1)/[N+]([O-])=C/c1ccc(F)cc1
 : x, -0.8%
Cc1ccc2cccc(NC(=S)NC(=O)c3ccn(C)n3)c2n1
 : -9.8, 0.8%
COc1ccccc1NC(=O)C(C)Sc1nnnn1C (stereo unspecified)
 : x, -5.2%
CCN(CC)CCCN=Cc1c(O)n(-c2cccc(C)c2C)c(=O)[nH]c1=O
 : -13.2, 0.7%
C#Cc1ccc([C@@H]2C=C(C(=O)OCC=C)O[C@H](OCCCCO)C2)cc1
 : x, -2.5%
Cc1ccc(OCCCc2c(C)n[nH]c2C)cc1
 : 8.4, -9.5%
CCOc1ccccc1N1CCN(C(=O)c2ccncc2)CC1
 : 2.0, 8.5%
O=c1cc(-c2ccccc2)[nH]n1-c1nc2ccccc2s1
 : 11.2, -1.9%
O=C(Nc1nccs1)c1ccccn1
 : 10.1, -1.4%
CCO[C@@H]1OC(C(=O)NCc2ccccc2)=C[C@H](c2cn(C(C)=O)c3ccccc23)[C@H]1CCCO
 : x, 0.9%
CCOC(=O)c1c(NC(=O)COC(=O)CCS(=O)(=O)c2ccc(C)cc2)sc(C)c1C
 : -3.3, 6.9%
COc1cc(-c2[nH]ncc2CN(C)Cc2nonc2C)cc(OC)c1OC
 : -5.8, 3.0%
COc1ccc(NC(=O)Cc2c(Sc3ccccc3)c3ccccc3n2C)cc1
 : -6.5, -7.3%
O=C(CCc1[nH]c2ccccc2c1Sc1ccccc1)N(CCO)CCO
 : x, 1.5%

# Fetched by compound from the entries so far (2):
# Under each structure – Mtb RmlCD inh, GlmU inhibition
COc1ccccc1NC(=O)C(C)Sc1nnnn1C (stereo unspecified)
 : x, -5.2%
NNc1nc2sc3c(c2c(=O)[nH]1)CCc1ccccc1-3
 : -3.3, 0.1%

# New compounds follow
# Under each structure – Mtb RmlCD inh, GlmU inhibition
CC(C)CCNC(=O)c1cc([N+](=O)[O-])ccc1N1CCOCC1
 : -14.9, -0.6%
Cc1cc(C)cc(NC(=S)N(CCCN2CCN(C)CC2)Cc2cccs2)c1
 : -7.0, -0.6%
CC(=O)c1cc(C#N)c(SCc2ccccn2)nc1C
 : 3.8, 2.9%
Cc1nnc(NC(=O)CCNC(=O)c2ccccc2Cl)s1
 : -9.2, 8.6%
CCC1(CC)Cc2ccccc2-c2nc3ccccc3c(=O)n21
 : 5.8, 10.0%
Cc1cc(C)nc(SCc2nnc(SCC(=O)N3CCOCC3)o2)n1
 : -8.4, -5.4%
O=C(NC(=S)N1CCN(C(c2ccccc2)c2ccccc2)CC1)c1ccc(S(=O)(=O)N2CCOCC2)cc1
 : -7.0, -4.0%
COC(=O)c1c(C)n(Cc2ccccc2)c2ccc(O)cc12
 : -1.2, 3.7%
COc1cc2c(C#N)c(N3CCc4ccccc4C3)nc(N)c2c(N)n1
 : 1.0, 6.0%
CCOC(=O)C1(CC2CCCCO2)CCN(Cc2cccnc2)CC1 (stereo unspecified)
 : -7.6, 0.1%
Cn1c(SCCOc2cccc(Cl)c2)nnc1-c1ccncc1
 : 29.6, -4.3%
COc1cc(C(=O)N2CCCc3ccccc32)cc(OC)c1OC
 : x, 4.8%
COc1ccc(CCNC(=O)C23CN(Cc4ccccc4)CC2C(c2cccc([N+](=O)[O-])c2)=NO3)cc1 (stereo unspecified)
 : -8.8, -0.8%
Cc1onc(-c2c(Cl)cccc2Cl)c1C(=O)Nc1c(C)n(C)n(-c2ccccc2)c1=O
 : x, 0.5%
COC(=O)Nc1ccc2ncn(C)c(=O)c2c1
 : x, 8.8%
Cc1cc2ncn(CCOc3ccccc3C#N)c2cc1C
 : -8.2, -2.6%
Cc1c(NC(=O)CS(=O)(=O)c2ccccc2)c(=O)n(-c2ccccc2)n1C
 : 11.1, -1.9%
COC(=O)C(C)NC(=O)c1ccc(C(C)(C)C)cc1 (stereo unspecified)
 : 0.0, 2.4%
CC(C)(C)c1ccc(C(=O)NCc2ccc(Cl)cc2)cc1
 : x, 1.6%
COc1cc(S(=O)(=O)NC2CCCC2)ccc1F
 : 5.8, 3.4%
Cc1ccc(CNC(=O)CCC2CCCN(Cc3cc4ccccc4o3)C2)o1 (stereo unspecified)
 : -6.0, -2.5%
O=c1[nH]c(SCc2ccccc2)nc2ccsc12
 : x, 2.6%
C=CCSc1nnc(-c2cc(C(C)(C)C)nn2Cc2ccc(F)cc2)n1C
 : -9.8, 0.2%
C=C(C)Cn1c(N2CC(C)CC(C)C2)nc2c1c(=O)[nH]c(=O)n2C (stereo unspecified)
 : x, 1.2%
CC(C)(C)c1ccc(C(=O)NCC(=O)O)cc1
 : 11.4, -1.8%
Cc1cc(C(=O)N/N=C/c2ccc3c(c2)OCO3)c(C)n1-c1ccc(F)cc1
 : 6.9, -6.7%
O=C(O)c1nn(Cc2ccc(Cl)cc2Cl)c2ccccc12
 : -4.8, -3.5%
CC(C)n1nc(CC(=O)O)c2ccccc2c1=O
 : 8.5, -1.6%
COc1ccccc1C(=O)Nc1ccc(NC(=O)c2ccco2)c(C)c1
 : 20.6, 0.6%
COC(=O)c1cc2ccsc2n1Cc1nc(-c2ccc(Cl)cc2)oc1C
 : x, -4.4%
NS(=O)(=O)c1ccc(NC(=S)NC(=O)c2cccs2)cc1
 : -9.2, 3.1%
CCCNC(=O)c1c(N)n(-c2ccc3c(c2)OCO3)c2nc3ccccc3nc12
 : x, 2.0%
COc1cccc(C(=O)N/N=C2\SCC(=O)N2Cc2ccc3c(c2)OCO3)c1
 : 6.5, -1.5%
Cc1nc(CN2CCOCC2)cc(=O)[nH]1
 : -6.1, 1.3%
CCOC(=O)C1CCN(CCC(=O)Nc2ccccc2)CC1
 : x, 0.5%
NNc1nc2cccnc2n(CCNc2ncc(C(F)(F)F)cc2Cl)c1=O
 : -10.4, 7.2%
O=C(CCc1ccc(S(=O)(=O)NC2CCCCC2)cc1)NCc1cccnc1
 : 14.4, -7.7%
COc1ccc(C(=O)NC2CCN(CC(=O)Nc3cccc(C)c3)CC2)cc1OC
 : x, 0.2%
COc1ccc(-c2cc(-c3n[nH]c(=S)n3-c3ccccc3OC)[nH]n2)cc1
 : -0.1, 2.3%
COC(=O)c1cc2c(C)c(C)c3ccccn3c-2c1C(=O)OC
 : 2.8, -5.8%
CC1=CC2/C=C(\C)CCC(O)C(O)/C=C/C(=O)C23C(=O)NC(CC(C)C)C3C1C (stereo unspecified)
 : -7.8, 3.3%
O=C(C1Cc2ccccc2CN1S(=O)(=O)c1cccs1)N1CCCCC1 (stereo unspecified)
 : -13.0, 4.5%
CCOC(=O)N1CCN(S(=O)(=O)c2cc(OCC(=O)NC3CCCCC3)c(C)cc2Cl)CC1
 : -7.7, 2.1%
O=C(O)CNC(=O)/C=C/c1c(Cl)cccc1Cl
 : -9.5, 2.0%
CCC(C(=O)Nc1cc(C(=O)O)ccc1C)c1ccccc1 (stereo unspecified)
 : -5.5, 2.0%
O=C(COc1ccc(Cl)cc1)Nc1ccccc1C(=O)NCc1ccco1
 : u, 6.3%
CCN1C(=O)/C(=C2/C=Cc3ccccc3N2CC)SC1=S
 : 1.2, -7.9%
CN1CCN(c2ccc(C(F)(F)F)cc2N)CC1
 : 10.6, -6.4%
COc1ccc(Cl)cc1NC(=O)CN1CCC(n2nnc3cc(C)ccc32)CC1
 : 16.0, -4.2%
Cc1nn(-c2ccccc2)nc1C(=O)NNC(=O)c1cccc2ccccc12
 : -13.9, -1.7%
COc1cc(OC)c(NC(=O)C(=O)CC(=O)c2ccc(C)cc2C)cc1Cl
 : -1.9, -5.1%
C=CCn1c(SCC(=O)Nc2nc(C)cs2)nnc1C(CO)NC(=O)c1ccccc1 (stereo unspecified)
 : 8.8, -1.0%
Cc1cccc(CSc2nnc(N)n2-c2ccccc2)c1
 : x, 1.8%
CC1CCCCN1CC(=O)Nc1sc2c(c1C#N)CCC2 (stereo unspecified)
 : 1.7, 4.0%
O=C(Nc1nccs1)C(F)(F)C(F)(F)C(F)(F)C(=O)Nc1nccs1
 : x, 2.8%
O=c1c2nnn(-c3ccccc3)c2ncn1C/C=C/c1ccccc1
 : x, -7.3%
CCN(CC)c1ccc(/C=N/N(c2ccccc2)c2ccccc2)c(O)c1
 : 9.8, -7.0%
NC(=O)CC(NC(=O)c1ccccc1)c1ccc(NC2CCCCC2)c([N+](=O)[O-])c1 (stereo unspecified)
 : -11.4, 3.2%
CS(=O)(=O)N1CCC(C(=O)Nc2cccc(Cl)c2)CC1
 : -4.9, 0.3%
Cc1ccc(OCCOc2cccc(Br)c2)c([N+](=O)[O-])n1
 : -9.9, -0.3%

# Following part.
# Under each structure – Mtb RmlCD inh, GlmU inhibition
COc1ccc(C2CC(c3ccccc3)=NN2C(=O)COC(=O)c2cccnc2Cl)cc1 (stereo unspecified)
 : -0.9, -3.1%
Cc1ccc(Sc2ccc(N)cn2)cc1
 : -9.0, 1.5%
CN(Cc1ccccc1)C(=O)COC(=O)CCNC(=O)c1ccccc1Cl
 : -27.3, 4.7%
O=C(NCc1ccncc1)c1nc(-c2cccs2)no1
 : x, -1.6%
Cc1cc(C)n(-c2nnc(C)c(=O)[nH]2)n1
 : x, -3.0%
Cc1ccc(CSc2nnc(-c3cccc(S(=O)(=O)N4CCOCC4)c3)n2C2CCCC2)cc1
 : -3.8, -3.0%
Cc1ccc(S(=O)(=O)N(C)c2ccc(NS(C)(=O)=O)cc2)cc1
 : 3.4, 0.1%
CCc1cc2c(=O)n(N)c(CCC(=O)O)nc2s1
 : 11.8, -1.1%
Cc1ccc2ncnc(Nc3ccccc3)c2c1
 : 2.1, 3.6%
COc1ccccc1C1CCN(c2ccc([N+](=O)[O-])c(OC)c2)CC1
 : x, 4.3%
O=C(N=Nc1c(O)[nH]c(=O)[nH]c1=O)C1COc2ccccc2O1 (stereo unspecified)
 : 7.2, 3.8%
Cc1ccc(S(=O)(=O)NC(C)(C)CN2CCC(Cc3ccccc3)CC2)cc1
 : 6.5, -3.4%
CCn1cc(/C=N/NC(=O)c2cc3c(ccc4ccccc43)o2)c2ccccc21
 : x, 4.5%
Cc1c(NC(=O)c2cccc(NS(C)(=O)=O)c2)c(=O)n(-c2ccccc2)n1C
 : x, -2.0%
COC(=O)C1=C(c2cc3ccccc3s2)C[C@@H]2CC[C@H]1N2C(=O)NCC1CC1
 : x, 4.2%
CCC1=NC(c2ccc(OC)cc2OC)N(O)C1(C)C (stereo unspecified)
 : -12.9, 0.2%
COc1ccc(N/N=C(/C(N)=O)C2=NC(C)(C)Cc3ccccc32)cc1
 : 1.8, 3.0%
O=C(NCc1cccs1)c1cccc(S(=O)(=O)N2CCCCC2)c1
 : -9.7, -2.3%
CN(C)C(=O)/C(=C/c1cn(-c2ccccc2)nc1-c1cccc([N+](=O)[O-])c1)NC(=O)c1ccccc1
 : 0.6, -1.0%
O=C(N/N=C/c1ccc2c(c1)OCO2)C(O)c1ccccc1 (stereo unspecified)
 : x, 0.3%

# Some of the compounds tested; rates above refer to the full screens.
